# Screens from PubChem.
# PTHR1 agonist: activates the human parathyroid hormone receptor PTHR1 | Q03431 | HEK293 GP2 PTHR1 cells, GloSensor cAMP luminescence, 1 h | Potency, µM (series often up to 115 µM), without a hit: top-dose activation, usual class: activators | 410,000 compounds, 0.075% hits; further: potency means the concentration at half of the fitted maximal effect; nearly all actives have a fitted effect of over 55% in size; some results filed as inactive show a strong effect at the top dose; inactives centre near -15; many of its hits are not listed in these tables
#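 HEK-293-derived GP2 cells expressing PTHR1 and a GloSensor cAMP reporter, 3,000/well, plated overnight, given luciferin plus IBMX (each 0.5 mM as added) for 1 h at 37 °C, then compound for 1 h at 37 °C. Luminescence was read after 15 min at room temperature.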
# GLP-1R agonist: activates the human GLP-1 receptor; HEK293 GLP-1R CRE-luciferase, luminescence, 4-6 h; cells express a hypersensitive GLP-1R form; 380,000 compounds, 0.007% hits; Potency, µM (top dose mostly 45.6 µM), for inactives: top-dose activation, most hits filed as activators; P43220; AID 624172; further: potency means the concentration at half of the fitted maximal effect; % of control where 0% means no effect
# Target sequence (P43220 whole entry, looked up): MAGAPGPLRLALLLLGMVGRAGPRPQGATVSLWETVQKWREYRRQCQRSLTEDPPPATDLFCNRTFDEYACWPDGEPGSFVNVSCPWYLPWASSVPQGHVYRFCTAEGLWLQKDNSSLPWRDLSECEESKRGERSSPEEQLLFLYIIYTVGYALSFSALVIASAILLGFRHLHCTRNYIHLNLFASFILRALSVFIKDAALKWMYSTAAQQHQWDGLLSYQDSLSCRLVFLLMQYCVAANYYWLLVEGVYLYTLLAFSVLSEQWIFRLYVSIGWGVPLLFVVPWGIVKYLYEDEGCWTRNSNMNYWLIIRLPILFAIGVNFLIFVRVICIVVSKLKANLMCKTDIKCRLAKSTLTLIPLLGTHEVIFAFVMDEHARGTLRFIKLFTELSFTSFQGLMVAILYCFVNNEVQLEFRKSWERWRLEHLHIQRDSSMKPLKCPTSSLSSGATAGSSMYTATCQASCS
# EPAC1 ag: EPAC1 (human) agonism; EPAC1 agonist qHTS, biochemical assay; response scale: 100% = response to 6.5 mM cAMP; O95398; 360,000 compounds, 0.073% hits; Potency, µM (top dose mostly 154 µM), for the others: top-dose activation, most hits filed as activators; further: potency means the concentration at half of the fitted maximal effect; nearly all actives have a fitted effect of over 60% in size
#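 Multi-concentration qHTS readout: loss of Rap1B-bound BODIPY-GDP fluorescence driven by 100 nM EPAC1 with excess GDP (50 uM), monitored kinetically at room temperature; agonist response expressed relative to 6.5 mM cAMP.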
# GLP1R cytotox: cytotoxicity in counter-screen for GLP-1R inverse agonists; HEK293 cAMP-luciferase reporter cells, luminescence, 24 h; Potency, µM (titrated, usually from 38.3 µM), inactives show at the top dose activity change, negative = inhibition, actives largely listed as inhibitors; 410,000 compounds, 0.13% hits;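 further: loss of luciferase light is scored as toxicity; potency means the concentration at half of the fitted maximal effect; on the % scale 0 is the no-effect control and ±100 the full control effect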
#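 MLSMR compounds, 24 hr on cells at 37 deg C/5% CO2; luminescence after luciferase reagent (12 min RT). Inhibition counted as the undesired cytotoxic outcome.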
# GLP1R inv ag: inverse agonists of human GLP-1 receptor. P43220. HEK293 GLP-1R CRE-luciferase, luminescence, 24 h; GLP-1R form is constitutively active. 410,000 compounds, 1.6% hits. Potency, µM (highest dose often 38.3 µM), without a hit: top-dose activity change, negative = inhibition, usual class: inhibitors. AID 624417; further: potency means the concentration at half of the fitted maximal effect; on the % scale 0 is the no-effect control and ±100 the full control effect; nearly all actives have a fitted effect of over 55% in size
#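 Luminescence readout: a drop in cAMP-driven luciferase signal flags inverse agonism at a constitutively active GLP-1R stably expressed in HEK293. Compound exposure lasted 24 hr at 37 deg C, 5% CO2.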
# PLK1 PBD block: blocks phosphopeptide binding to human PLK1 polo-box domain | P53350 | Plk1 PBD binding of FITC phosphopeptide, fluorescence polarization | Potency, µM, for the others: max response, negative = inhibition, hits mostly inhibitors | 360,000 compounds, 2.8% hits | AID 720504; further: potency means the concentration at half of the fitted maximal effect; series mostly up to about 57 µM; on the % scale 0 is the no-effect control and ±100 the full control effect; nearly all actives have a fitted effect of over 65% in size
# IL2 activator: activates IL-2 in a cell-based reporter assay; IL-2 activation reporter assay, cell-based qHTS; stimulated with anti-CD3/CD4/CD28 beads; in transgenic mouse T cells; AID 652025; 360,000 compounds, 0.065% hits; activation, % (series mostly up to about 46 µM); in the data active means activation above about 50%; inconclusive means mostly about 30% to 49%; further: 0% is about no effect
#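 EGFP and DsRed fluorescence is measured by plate cytometry in unstimulated transgenic mouse T cells exposed to compound for 60 minutes, then stimulated 18 hours at 37 degrees C with anti-CD3/anti-CD4 beads plus anti-CD28.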
# PI5P4K alpha inh: PI5P4K alpha (human) kinase inhibition; max response, %; PI5P4Kalpha enzyme, ADP-Glo luminescence, 60 min; hits give low values; 330,000 compounds, 1.2% hits; P48426; active means max response of -50% or lower; inconclusive means between -30% and -50%; inactive means -30% or higher; further: value at the top dose of about 77 µM; on the % scale 0 is the no-effect control and ±100 the full control effect
# Target sequence (P48426 whole entry, looked up): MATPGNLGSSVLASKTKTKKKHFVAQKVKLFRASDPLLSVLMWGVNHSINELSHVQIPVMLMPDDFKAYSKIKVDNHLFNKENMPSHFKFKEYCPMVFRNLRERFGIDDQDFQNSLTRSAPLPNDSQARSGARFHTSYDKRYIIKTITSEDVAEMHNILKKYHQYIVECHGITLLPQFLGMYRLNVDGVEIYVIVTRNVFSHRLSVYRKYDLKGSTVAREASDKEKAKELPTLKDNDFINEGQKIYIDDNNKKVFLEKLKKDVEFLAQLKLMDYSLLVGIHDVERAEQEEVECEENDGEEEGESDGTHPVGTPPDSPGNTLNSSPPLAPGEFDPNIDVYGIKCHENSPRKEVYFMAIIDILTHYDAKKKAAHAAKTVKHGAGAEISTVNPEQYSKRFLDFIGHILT
#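 Controls without substrate or without enzyme flank wells where PI5P4Kalpha converts substrate using 5 microM ATP (final). Incubation lasts 60 minutes at room temperature; ADP formed is read by ADP-Glo luminescence.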
# EPAC1 antagonist: EPAC1 (human) antagonism | EPAC1 GEF assay, Rap1b-BODIPY-GDP exchange fluorescence | O95398 | Potency, µM (highest dose often 115 µM), for the others: at the highest dose activity change, negative = inhibition, hits mostly inhibitors | 360,000 compounds, 0.14% hits;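 further: potency means the concentration at half of the fitted maximal effect; plate controls were vehicle for no effect and positive control for full effect; nearly all actives have a fitted effect of over 50% in size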
# Active calls of the source: *; i = inactive; ? = inconclusive; . = no result given; & = joins results of further samples; [ ] = dose if it differs, or a comment. Unless noted, the call rests on the fitted dose curve; in most records, active means well fitted curve in the direction sought with a large enough effect; inconclusive means small, poorly fitted or top-dose-only effect, or another doubt; inactive means no such curve, though single readings can be large; an effect the other way counts as inactive or inconclusive.
SMILES,PTHR1 agonist,GLP-1R agonist,EPAC1 ag,GLP1R cytotox,GLP1R inv ag,PLK1 PBD block,IL2 activator,PI5P4K alpha inh,EPAC1 antagonist
O=C(Nc1cccnc1)c1cnc2ccccc2n1,i,-13%,3%,-9%,-2%,0%,3.3,-8,-1%
C[C@H]1CN([C@@H](C)CO)C(=O)c2cc(Br)cnc2O[C@@H]1CN(C)C(=O)CN(C)C,-20%,-3%,-12%,3%,7%,-18%,-1.9,1,5%
CCC(=O)Nc1nc(-c2ccccc2)nc(SC)c1C(C)=O,-14%,7%,-1%,4%,-6%,-17%,-0.9,-2,-29%
Cc1ccc(F)cc1S(=O)(=O)Nc1cccc(C(=O)N2CCCC(C(N)=O)C2)c1 (stereo not given),i,-7%,-15%,7%,11%,4%,1.4,-4,-5%
Cc1ccc(S(=O)(=O)N2CCOCC2)cc1NC(=O)COC(=O)/C=C/c1ccc(F)cc1,-17%,8%,-1%,-18%,3%,4%,-3.4,-2,5%
CC(=O)Nc1ccc(NC(=O)[C@@H]2CCCC[C@@H]2C(=O)O)cc1,-9%,2%,15%,-5%,0%,-6%,-0.1,-1,8%
O=C(CN1CCC(C(=O)c2cccc(Cl)c2)CC1)Nc1cccc(C(=O)O)c1,i,2%,-2%,8%,29%,-18%,-2.1,0,-7%
CCOC(=O)Cc1nnc(NC(=O)Nc2ccccc2)s1,i,-1%,12%,0%,-22%,-12%,0.3,-1,-5%
O=C(NNC(=O)c1ccc2nonc2c1)Nc1ccc(Cl)cc1,-21%,5%,13%,-6%,?,-7%,-0.5,3,6%
CN(c1ccccc1)S(=O)(=O)c1ccc(Cl)c(C(=O)NCc2ccco2)c1,i,8%,7%,6%,?,-10%,-0.7,1,-7%
CCOc1ccc(OCCN2C(=O)NC(Cc3c[nH]c4ccccc34)C2=O)cc1 (stereo not given),14%,7%,7%,18%,-4%,-5%,1.7,.,-13%
COc1ccc(S(=O)(=O)NCc2ccncc2)cc1NC(=O)c1ccc(Cl)cc1,-67%[inhibitor],12%,11%,-13%,-4%,-1%,-0.3,0,-17%
O=C(CN1CCN(S(=O)(=O)c2ccc(F)cc2)CC1)Nc1ccc2c(c1)OCCO2,-10%,-16%,4%,-10%,?,5%,-0.9,-4,-6%
O=S(=O)(NC(=NCc1ccccc1)c1ccccc1F)c1ccccc1,-24%,-1%,3%,-7%,-7%,0%,1.7,-2,4%
O=C(Cc1ccc(Cl)cc1)Nc1ccc2c(c1)C(=O)NC2=O,-33%,8%,4%,19%,6%,-7%,-0.1,-6,-2%
CN(CC(=O)Nc1cccc2ccccc12)C(=O)c1ccc(F)cc1F,-10%,-6%,-12%,-2%,19%,-17%,7.0,-2,2%
O=C(CCS(=O)(=O)Cc1ccc(Cl)cc1)NCCc1ccccc1,i,-4%,6%,4%,13%,-7%,-1.3,-2,-1%
CCc1ccccc1NC(=O)CN1CCN(C(=O)C(C)NC(=O)c2ccc(Cl)cc2)CC1 (stereo not given),-24%,8%,-7%,-1%,0%,-3%,-2.6,2,16%
CC(=O)c1ccc(NS(=O)(=O)c2ccc([N+](=O)[O-])cc2)cc1,-26%,5%,10%,0%,9%,-12%,0.0,3,26%
Cc1ccc(NC(=O)CC2Oc3ccc(C)cc3NC2=O)c(C)c1 (stereo not given),-11%&-12%,-7%,1%,-6%&-1%,-20%&0%,-13%,0.2,7,-8%
O=C(NNc1cccc(Cl)n1)C(F)(F)F,i,-1%,-1%,-4%,0%,-6%,0.4,4,7%
Cc1noc(C)c1C(=O)OCC(=O)NCCC1=CCCCC1,i,0%,-3%,2%,-3%,1%,-1.7,.,15%
Cc1ccccc1Cn1cc(NC(=O)c2noc3c2CC(C(C)(C)C)CC3)cn1 (stereo not given),i,0%,-2%,2%,0%,-1%&-8%,-2.4,.,-3%
COC(=O)c1ccc(NS(=O)(=O)c2cccc3cccnc23)cc1,i,-3%,3%,10%,9%,-8%,0.3,-6,5%
CS(=O)(=O)NN1C(=O)c2ccccc2NC1c1cccs1 (stereo not given),-4%,0%,-9%,2%,-23%,?,0.1,8,-16%

# Compounds above that contain a COOH group:
SMILES,PTHR1 agonist,GLP-1R agonist,EPAC1 ag,GLP1R cytotox,GLP1R inv ag,PLK1 PBD block,IL2 activator,PI5P4K alpha inh,EPAC1 antagonist
CC(=O)Nc1ccc(NC(=O)[C@@H]2CCCC[C@@H]2C(=O)O)cc1,-9%,2%,15%,-5%,0%,-6%,-0.1,-1,8%
O=C(CN1CCC(C(=O)c2cccc(Cl)c2)CC1)Nc1cccc(C(=O)O)c1,i,2%,-2%,8%,29%,-18%,-2.1,0,-7%

# Complete entries as entered above. Values in the order: PTHR1 agonist	GLP-1R agonist	EPAC1 ag	GLP1R cytotox	GLP1R inv ag	PLK1 PBD block	IL2 activator	PI5P4K alpha inh	EPAC1 antagonist
# Cc1ccc(F)cc1S(=O)(=O)Nc1cccc(C(=O)N2CCCC(C(N)=O)C2)c1 (stereo not given) as listed: i	-7%	-15%	7%	11%	4%	1.4	-4	-5%
# O=C(CN1CCC(C(=O)c2cccc(Cl)c2)CC1)Nc1cccc(C(=O)O)c1 as listed: i	2%	-2%	8%	29%	-18%	-2.1	0	-7%

# Further results follow:
SMILES,PTHR1 agonist,GLP-1R agonist,EPAC1 ag,GLP1R cytotox,GLP1R inv ag,PLK1 PBD block,IL2 activator,PI5P4K alpha inh,EPAC1 antagonist
COC(=O)c1ccc(C2C(C(=O)c3cc4ccccc4o3)=C(O)C(=O)N2CCCN(C)C)cc1 (stereo not given),i,12%,-5%,-15%,9%,-10%,1.9,1,6%
CC(=O)Nc1ccc(-c2ccc3nnc(C)n3n2)cc1,i,9%,12%,6%,53%[activator],2%,0.7,-4,-1%
c1ccc(-c2nc3c4ccccc4ccn3c2CN2CCCCC2)cc1,i,?,8%,-16%,?,-5%,-0.6,11,-3%
Cc1ccccc1Nc1cc(C(=O)NCC2CCCO2)c2ccccc2n1 (stereo not given),4%,8%,-5%,-4%,-22%,11µM*,-3.3,-22,8%
COc1cccc(NC(=O)c2ccccc2-c2ccccc2)c1,i,3%,9%,-5%,11%,0%,0.1,3,-7%
CCOc1ccc(-n2c(C)cc(/C=C3/C(=N)N4C(=NC3=O)SN=C4S(C)(=O)=O)c2C)cc1,-42%[inhibitor],4%,-6%,6%,-24%,19µM*,0.6,-64*,?
COc1ccc(NC(=O)C2CC(c3ccc(OC)c(OC)c3)=NO2)cc1OC (stereo not given),i,26%,1%,-3%,-4%,-4%,-1.8,.,11%
CCCn1c2ccc(C)cc2c2nnc(SCCN3CCOCC3)nc21,i,20%,-4%,-7%,0%,-25%,-5.6,4,-1%
CSc1nc(-c2ccc(F)cc2)cc(=O)[nH]1,i,-4%,3%,-14%,11%,-3%,-4.0,-1,-2%
O=C(CSc1nc(O)cc(=O)n1-c1ccc(Cl)c(Cl)c1)Nc1ccc(Cl)cc1Cl,i,-12%,-5%,-16%,-17%,-7%,6.1,-2,5%
CC1(C)CC(NS(=O)(=O)c2ccc(C(C)(C)C)cc2)CC(C)(C)N1,-5%,3%,3%,-14%,3.5µM*,2%,-0.2,6,-28%
C/C(=N\Nc1nc2c(s1)CCCC2)c1ccc(Cl)cc1,i,7%,8%,?,?,?,-0.9,2,-8%
c1ccc(CCN(Cc2ccccc2)Cc2nc(C3CC3)no2)cc1,i,6%,6%,0%,?,-6%,-1.7,11,-11%
O=C(Nc1ccc(Cc2ccncc2)cc1)c1cccs1,-7%,7%,-5%,-5%,5%,-19%,-3.3,2,2%
Cc1cccc(NC(=O)CSc2nc3ccc(N4C(=O)c5ccccc5C4=O)cc3s2)c1C,-19%,-7%,-1%,1%,1%,?,-2.4,.,13%

# Copied from the list:
# PLK1 PBD block, c1ccc(CCN(Cc2ccccc2)Cc2nc(C3CC3)no2)cc1 : -6%
# GLP-1R agonist, CCCn1c2ccc(C)cc2c2nnc(SCCN3CCOCC3)nc21 : 20%
# GLP1R inv ag, COc1ccc(NC(=O)C2CC(c3ccc(OC)c(OC)c3)=NO2)cc1OC (stereo not given) : -4%

# The list is partial; rates above refer to the full screens.
